Bioassay records: PubChem BioAssay, Sanford-Burnham Center for Chemical Genomics
SENP1 FRET inh – blocks the human SENP1 SUMO protease catalytic domain | inhibition, % at 10 µM | actives 0.21% (n = 360,000) | recombinant SENP1 catalytic domain, CyPet-SUMO1-YPet FRET cleavage;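 active = inhibition at least 30% at 10 µM, raw YFP signal under a set limit, fluorescence ratio 0.5 to 1.5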;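 also: 0% = enzyme with DMSO and 100% = no enzyme wells; some results filed as inactive read as strong as hits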
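Assay system: hSENP1 catalytic domain, recombinant. Amount: SENP1 enzyme, 20 pM final. Schedule: 50 min reaction, RT, dark. Technique: FRET, CFP and YFP emission. Control set: no-enzyme wells low, DMSO-plus-enzyme wells high control.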
SENP7 block – inhibitors of human SENP7 protease | AID 434973 | actives 1.5% (n = 330,000) | Q9BQF6 | recombinant SENP7, Z-RLRGG-aminoluciferin luminescence, 40 min | inhibition, % at 5 µM;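 active = inhibition above about 50% at the single test dose, limit read from the data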;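 also: plate controls were DMSO with enzyme for no effect and no enzyme buffer wells for full effect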
Apaf1 inhib – blocks human Apaf-1 apoptosome activity; inhibition, % at 20 µM; O14727; actives 0.71% (n = 330,000); reconstituted apoptosome caspase-3 activity, DEVD-Rh110 fluorescence; active = inhibition of at least 40% at 20 µM;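 also: plate controls were DMSO wells for no effect and DEVD-CHO caspase inhibitor wells for full effect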
Target sequence (O14727 whole entry, looked up): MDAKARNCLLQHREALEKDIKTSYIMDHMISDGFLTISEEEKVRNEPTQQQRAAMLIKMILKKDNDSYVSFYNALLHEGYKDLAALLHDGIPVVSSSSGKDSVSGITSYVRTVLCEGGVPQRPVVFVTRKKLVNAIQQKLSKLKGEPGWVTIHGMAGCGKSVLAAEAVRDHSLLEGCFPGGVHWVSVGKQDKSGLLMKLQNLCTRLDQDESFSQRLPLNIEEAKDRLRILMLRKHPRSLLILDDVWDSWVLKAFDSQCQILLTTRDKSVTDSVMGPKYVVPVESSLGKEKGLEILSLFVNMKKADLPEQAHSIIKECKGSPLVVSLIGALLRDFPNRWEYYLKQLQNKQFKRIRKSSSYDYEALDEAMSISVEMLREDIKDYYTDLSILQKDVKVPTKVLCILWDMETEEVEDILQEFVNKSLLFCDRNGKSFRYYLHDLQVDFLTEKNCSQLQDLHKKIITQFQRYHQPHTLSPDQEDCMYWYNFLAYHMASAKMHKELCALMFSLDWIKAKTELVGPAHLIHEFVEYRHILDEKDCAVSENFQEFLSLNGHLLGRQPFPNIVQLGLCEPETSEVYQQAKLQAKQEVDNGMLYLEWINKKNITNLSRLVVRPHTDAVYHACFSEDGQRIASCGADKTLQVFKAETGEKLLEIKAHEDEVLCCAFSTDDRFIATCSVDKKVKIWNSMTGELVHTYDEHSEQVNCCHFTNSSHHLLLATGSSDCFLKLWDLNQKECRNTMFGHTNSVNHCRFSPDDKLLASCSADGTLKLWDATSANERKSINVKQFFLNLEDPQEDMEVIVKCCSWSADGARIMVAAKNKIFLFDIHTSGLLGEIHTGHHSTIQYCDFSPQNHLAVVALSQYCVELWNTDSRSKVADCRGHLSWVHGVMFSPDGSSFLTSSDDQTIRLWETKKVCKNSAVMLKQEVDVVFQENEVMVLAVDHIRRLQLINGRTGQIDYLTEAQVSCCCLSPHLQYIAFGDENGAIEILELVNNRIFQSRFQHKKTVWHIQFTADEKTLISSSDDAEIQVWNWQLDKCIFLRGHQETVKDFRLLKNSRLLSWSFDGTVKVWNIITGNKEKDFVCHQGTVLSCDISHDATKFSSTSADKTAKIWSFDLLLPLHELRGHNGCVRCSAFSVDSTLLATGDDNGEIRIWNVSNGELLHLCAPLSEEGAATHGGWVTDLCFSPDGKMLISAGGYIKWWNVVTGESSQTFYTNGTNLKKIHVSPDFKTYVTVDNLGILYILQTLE
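Assay system: Apoptosome proteins | Medium: pH 7.5 Hepes buffer with CHAPS, BSA, DTT | Also added: Cytochrome c and DEVD-Rh110 substrate | Times: 30 min plus 50 min, RT | Detection: Rhodamine 110 fluorescence at Ex 480/Em 540 nm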
PfG6PD inh – PfG6PD (Plasmodium falciparum) enzyme inhibition. PfGluPho enzyme, NADPH resazurin-diaphorase fluorescence. inhibition, % at 20 µM. actives 0.78% (n = 350,000);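 active = inhibition reaching at least a set limit at 20 µM in the primary screen, cut at about 59% in these data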;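 also: 0% = DMSO wells with substrate and 100% = DMSO wells lacking glucose-6-phosphate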
HKDC1 inhibitor – blocks human hexokinase HKDC1 activity; Q2TB90; inhibition, % at 20 µM; actives 0.16% (n = 340,000); recombinant HKDC1, G6PDH/diaphorase resazurin coupled fluorescence;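 active = inhibition above about 35% when tested at 20 µM, limit read from the data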;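 also: plate controls were DMSO wells with enzyme for no effect and DMSO wells lacking enzyme for full effect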
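Test system: HK5 enzyme. Quantity: 5 µg/mL HK5 final. Reagent: glucose and ATP substrates. Schedule: 90 min reaction incubation at room temperature, dark. Technique: resazurin-to-resorufin fluorescence via G6PDH and diaphorase coupling, 525/613 nm. Control set: DMSO wells with and without enzyme mix.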
SENP8 block-1 – inhibitors of human SENP8 protease; AID 602440; recombinant SENP8, Nedd8 substrate fluorescence; inhibition, % at 20 µM; Q96LD8; actives 0.64% (n = 360,000); in the data active = inhibition mostly above about 40%, no sharp cut-off; inactive = mostly below about 27%
SENP6 block – SENP6 protease inhibition; inhibition, % at 10 µM; AID 2599; actives 1.8% (n = 330,000); Recombinant SENP6 catalytic domain, aminoluciferin luminescence; Q9GZR1;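 active = inhibition above about 50% at the single tested dose, limit read from the data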;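 also: plate controls were DMSO wells with enzyme for no effect and DMSO wells lacking enzyme for full effect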
SENP8 block-2 – blocks the human protease SENP8; purified SENP8, Z-RLRGG-aminoluciferin cleavage, luminescence; AID 2540; inhibition, % at 10 µM; Q96LD8; actives 1.2% (n = 330,000); in the data active = inhibition above about 50%
An asterisk follows results filed as active; x = no result given. Compounds as they come; about 3.6% have a hit in one of these screens.

Every second line gives: SENP1 FRET inh, SENP7 block, Apaf1 inhib, PfG6PD inh, HKDC1 inhibitor, SENP8 block-1, SENP6 block, SENP8 block-2
> CCOc1ccccc1N(CC(=O)OC)S(=O)(=O)c1ccccc1
→ 1, -5, 7, 28, 2, 20, 9, -7
> Cn1nccc1NC(=O)Nc1cccc(Cl)c1Cl
→ 3, 4, -16, -3, -2, 22, -1, 1
> CC(C)Cn1c2c(c(O)c(C(=O)Nc3ncccc3O)c1=O)CCCC2
→ -2, 11, 10, -25, -2, -25, 6, 9
> O=C(/C=C/c1ccc(S(=O)(=O)N2CCOCC2)cc1)N1CCN(c2ccc(F)cc2)CC1
→ 1, -2, -18, 13, 2, 24, 12, 5
> CC(=O)Nc1ccc(C(=O)COC(=O)CN2C(=O)NC3(CCCCC3C)C2=O)cc1 (stereo not drawn)
→ 1, -12, 14, 0, -6, 4, -5, -11
> Cc1cccc(NC(=O)CCCCCN2C(=O)c3ccccc3C2=O)n1
→ 0, 1, -2, -12, -6, 31, -17, -3
> COc1cc2c(C(=O)N3CCN(Cc4ccc5c(c4)OCO5)CC3)cn(C)c(=O)c2cc1OC
→ 4, 9, 4, -2, -1, -16, 1, 9
> CC(=O)c1ccc(NC(=O)c2cccc(S(=O)(=O)N3CCN(C)CC3)c2)cc1
→ 0, 6, -1, 2, -2, 3, -3, 7
> CC(OC(=O)CSc1ccccc1)C(=O)NC1CCCCC1C (stereo not drawn)
→ 5, 5, 8, 13, 3, 19, -2, 13
> CC1(C)NC(C(=O)O)Cc2c1[nH]c1ccccc21 (stereo not drawn)
→ -2, -1, -3, -16, -10, 8, -2, -6
> Cc1nn(C)c(Sc2ccccc2N)c1[N+](=O)[O-]
→ 1, -4, 3, 64*, -9, 20, -26, -9
> CN(Cc1ccc(C(F)(F)F)cc1)C(=O)c1ccc(Oc2ccccc2)cc1
→ -2, -4, 23, -8, 5, 17, -2, -4
> Cc1cnn(C(=S)NCc2ccco2)c1
→ -1, 3, 1, 0, 0, 22, -6, -1
> COc1ccc(-c2ccc([C@H]3[C@@H]4C=CCC[C@@]4(C)C(=O)N3Cc3ccccc3)c(F)c2)cc1OC
→ 0, -1, 26, 19, 3, -39, -13, 0
> Cc1ccccc1CN(C)CC(=O)NC(C)CCc1ccccc1 (stereo not drawn)
→ -1, -1, 14, -8, -2, 3, 6, -7
> CCOC(=O)N1CCN(C(=O)CSc2nc(=O)n3cccc(C)c3n2)CC1
→ -1, -9, -3, 4, 5, -60, -4, -2
> Cc1[nH]c2ccccc2c1/C=N/NC(=O)CNC(=O)c1ccc2c(c1)OCO2
→ 0, 2, -9, 31, -4, 6, -8, 1
> Cc1c(NC(=O)c2cc(-c3cccs3)on2)c(=O)n(-c2ccccc2)n1C
→ 3, 17, -2, 10, -11, 6, -1, -7
> N#CCc1ccc(NS(=O)(=O)c2cccs2)cc1
→ 0, -1, 2, 1, -7, 0, -7, -14
> O=C(O)c1ccc(NC(=O)c2cccs2)cc1
→ -14, 19, -11, -2, -14, 12, 13, 5
> CCC(=O)Nc1nnc(S(=O)(=O)N2CCCCCC2)s1
→ 0, -10, 1, -29, -2, 14, -13, -6
> CCn1cnc2sc(C(=O)N(Cc3ccc(N(C)C)cc3)Cc3ccco3)c(C)c2c1=O
→ 1, 7, 16, -1, 1, 6, 3, 5
> O=C(CN1CCN(c2ccc(F)cc2)CC1)OCc1ccccc1
→ -1, -3, 9, 0, -4, 13, -20, -13
> COc1ccc(N2CCN(C(CNC(=O)c3ccc4c(c3)OCO4)c3ccco3)CC2)cc1 (stereo not drawn)
→ -3, -2, -14, 4, 1, 12, 6, 5
> COc1ccc(C(=O)CCc2ccccc2)cc1
→ 1, 4, 7, -5, 0, 14, 5, -6
> Cc1ccc(-n2nnc3c(SCC(=O)NCC4CCCO4)ncnc32)cc1 (stereo not drawn)
→ 1, 7, 0, 2, -3, 7, 34, 9
> O=c1[nH]c(SCc2ccc(F)cc2Cl)nc2ccccc12
→ 3, -7, 13, -5, -7, 3, 8, -25
> CN(CC(=O)Nc1ccc(N2CCOCC2)cc1)C(=O)CCCOc1ccc(Cl)cc1Cl
→ 2, -6, 22, 11, 1, -2, -1, 2
> CCCCC(=O)Nc1ccc2c(c1)nc1n2CCN(CCOC)C1
→ -30, x, x, 1, 0, -389, x, x
> OC(CN1CCN(c2cccc(Cl)c2)CC1)C(c1ccccc1)c1ccccc1 (stereo not drawn)
→ 1, 2, 18, -15, 6, 15, -2, 0

The list goes on (three carried over from the part before).
Every second line gives: SENP1 FRET inh, SENP7 block, Apaf1 inhib, PfG6PD inh, HKDC1 inhibitor, SENP8 block-1, SENP6 block, SENP8 block-2
> CN(CC(=O)Nc1ccc(N2CCOCC2)cc1)C(=O)CCCOc1ccc(Cl)cc1Cl
→ 2, -6, 22, 11, 1, -2, -1, 2
> CCCCC(=O)Nc1ccc2c(c1)nc1n2CCN(CCOC)C1
→ -30, x, x, 1, 0, -389, x, x
> OC(CN1CCN(c2cccc(Cl)c2)CC1)C(c1ccccc1)c1ccccc1 (stereo not drawn)
→ 1, 2, 18, -15, 6, 15, -2, 0
> CCOC(=O)N1CCN(C(=O)c2cccc(S(=O)(=O)Nc3ccccc3Cl)c2)CC1
→ 3, 0, -7, -5, -6, 27, -7, -4
> COC(=O)C1CCN(C(=O)CSc2nnc(-c3ccccc3)o2)CC1
→ 0, -9, 0, -12, -6, 20, 2, -1
> COc1ccc2c(c1)CCc1c(C(=O)N(C)c3ccccc3)noc1-2
→ -1, 0, 4, -8, 0, 20, 3, -6
> COc1ccc(C(=O)NCCS(=O)(=O)N2CCc3ccccc3C2)cc1OC
→ 4, 1, 0, 8, -4, 16, -2, 0
> O=C(N/N=C/c1cc2ccccc2nc1Cl)[C@H]1C[C@@H]1c1ccccc1
→ -3, -1, 25, 1, -3, -69, 10, -3
> Cc1sc(NC(=O)CSc2nnc(C(C)C)n2C)c(C#N)c1C
→ 0, 6, 11, 8, -2, 9, -11, -6
> Cn1c(=O)c2c(nc(N3CCCCCC3)n2CC(=O)c2ccccc2)n(C)c1=O
→ -9, 5, 0, 3, -3, 25, -4, -1
> c1ccc(CSc2ccc(-c3cccs3)nn2)cc1
→ -2, 21, -1, -3, 7, 14, 22, -7
> COc1ccc(NC(=O)COC(=O)C2CCN(S(=O)(=O)c3cccs3)CC2)cc1
→ 2, -2, -13, -13, 12, 19, 9, -2
> CN(C)C(=O)N1CCCC(C(=O)NCc2ccc(F)cc2Cl)C1 (stereo not drawn)
→ 1, 4, -27, 6, -6, 16, 5, 4
> O=C(Cc1cccs1)N/N=C/c1ccco1
→ 0, -3, -9, 0, -1, 13, -13, -2
> Cc1nn2c(NCc3ccccn3)cc(C(C)C)nc2c1-c1ccccc1
→ -1, -6, 19, 26, -2, -437, -28, -1
> O=C(CN1C(=O)NC2(CCCCC2)C1=O)Nc1ccc(S(=O)(=O)N2CCOCC2)cc1
→ 0, 4, 12, -4, 0, 5, 0, 5
> O=S(=O)(N/N=C/c1ccc(N2CCOCC2)cc1)c1ccc(Br)cc1
→ -3, -7, -5, -6, -4, 5, -7, 1
> COC(C(=O)Nc1ccnn1C1CCN(Cc2cccc(C)n2)CC1)c1ccccc1 (stereo not drawn)
→ 1, -1, -4, -14, 3, 8, 9, -5
> CN1CCN(c2ccc(Cl)cc2NS(=O)(=O)c2ccccc2Cl)CC1
→ -1, -13, 7, 15, -1, -2, -1, 1
> O=C(CN(C(=O)CNC(=O)c1ccco1)c1ccc2c(c1)OCCO2)NC1CCCC1
→ 0, -1, 2, 3, -12, 6, 3, 8
> O=C(COC(=O)CC1CCS(=O)(=O)C1)Nc1ccc(F)cc1 (stereo not drawn)
→ 2, 2, -10, -14, 1, 8, -11, 5
> O=C(COC(=O)CNC(=O)c1ccccc1)Nc1ccc(Cl)cn1
→ 0, 14, -1, -24, 2, 21, 10, 2
> O=c1[nH]c(/C=C\c2cccc(C(F)(F)F)c2)nc(O)c1[N+](=O)[O-]
→ 3, 11, 25, 2, 5, 17, 2, -11
> O=C(c1cc2c(s1)-c1ccccc1OC2)N1CCN(c2ccccn2)CC1
→ -2, -5, 10, 12, -2, -409, -16, -8
> O=C(CNCCCO)Nc1cc(C(F)(F)F)cc(NC(=O)CNCCCO)c1Cl
→ 1, -1, -12, 8, -7, 9, -8, 2
> CC1CCc2nc3ccccc3c(C(=O)OCC(=O)NC3CCS(=O)(=O)C3)c2C1 (stereo not drawn)
→ 0, 3, -3, 22, -2, -17, -8, -3
> Cc1ccc(Oc2nc3ccccn3c(=O)c2/C=C(\C#N)C(=O)NC2CCS(=O)(=O)C2)cc1 (stereo not drawn)
→ -34, -7, -8, 2, -3, -419, -8, -4
> COc1cccc(-c2[nH]nc3c2C(c2ccc(C)o2)C(C#N)=C(N)O3)c1 (stereo not drawn)
→ x, -1, 9, 8, 2, x, 11, 12
> O=c1c(Cc2ccccc2)c(O)ccn1C1CCCCCCC1
→ 2, 7, 3, -10, 4, 14, -4, 2
> COCCNC(=O)c1cc(-c2cccs2)on1
→ 2, -14, -7, 9, -6, 23, -9, -5
> CC(=O)c1sc2nsc(SCCN3CCCCC3)c2c1N
→ -11, -1, -16, 43, -2, 5, -4, 3
> CN(C(=O)CSc1nnc(-c2ccc3c(c2)OCO3)o1)C1CCS(=O)(=O)C1 (stereo not drawn)
→ -1, -11, -6, 1, -4, 23, -9, -1
> COc1ccc(-c2nn(-c3ccccc3)cc2C(=O)Nc2ccc(C(=O)O)cc2)cc1
→ 1, 9, 10, -6, -4, 15, 5, -1
> O=C(c1cccs1)N1CCN(Cc2cccnc2)CC1
→ 3, -7, 0, -2, -6, 25, -14, -3

Entries from the list above with a thiophene ring, fused or not:
Every second line gives: SENP1 FRET inh, SENP7 block, Apaf1 inhib, PfG6PD inh, HKDC1 inhibitor, SENP8 block-1, SENP6 block, SENP8 block-2
> Cc1c(NC(=O)c2cc(-c3cccs3)on2)c(=O)n(-c2ccccc2)n1C
→ 3, 17, -2, 10, -11, 6, -1, -7
> N#CCc1ccc(NS(=O)(=O)c2cccs2)cc1
→ 0, -1, 2, 1, -7, 0, -7, -14
> O=C(O)c1ccc(NC(=O)c2cccs2)cc1
→ -14, 19, -11, -2, -14, 12, 13, 5
> CCn1cnc2sc(C(=O)N(Cc3ccc(N(C)C)cc3)Cc3ccco3)c(C)c2c1=O
→ 1, 7, 16, -1, 1, 6, 3, 5
> Cc1sc(NC(=O)CSc2nnc(C(C)C)n2C)c(C#N)c1C
→ 0, 6, 11, 8, -2, 9, -11, -6
> c1ccc(CSc2ccc(-c3cccs3)nn2)cc1
→ -2, 21, -1, -3, 7, 14, 22, -7
> COc1ccc(NC(=O)COC(=O)C2CCN(S(=O)(=O)c3cccs3)CC2)cc1
→ 2, -2, -13, -13, 12, 19, 9, -2
> O=C(Cc1cccs1)N/N=C/c1ccco1
→ 0, -3, -9, 0, -1, 13, -13, -2
> O=C(c1cc2c(s1)-c1ccccc1OC2)N1CCN(c2ccccn2)CC1
→ -2, -5, 10, 12, -2, -409, -16, -8
> COCCNC(=O)c1cc(-c2cccs2)on1
→ 2, -14, -7, 9, -6, 23, -9, -5
> CC(=O)c1sc2nsc(SCCN3CCCCC3)c2c1N
→ -11, -1, -16, 43, -2, 5, -4, 3
> O=C(c1cccs1)N1CCN(Cc2cccnc2)CC1
→ 3, -7, 0, -2, -6, 25, -14, -3
